KDM4E inh: inhibitors of human JMJD2E histone demethylase; B2RXH2; JMJD2E catalytic domain, FDH-coupled NADH fluorescence (FDH is formaldehyde dehydrogenase); Potency, µM (highest dose often 57.1 µM), for inactives: at the highest dose activity change, negative = inhibition, actives largely listed as inhibitors; 230,000 tested, 1.6% active; AID 2147; active = well fitted inhibition curve with a large enough effect, not every such curve was filed as active; inconclusive = small, poorly fitted or top-dose-only effect, or another doubt; inactive = no such curve, though single readings can be large or run the other way;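 also: 0% = wells with enzyme and -100% = buffer wells without enzyme; nearly all actives have a fitted effect of over 50% in size; many of its hits are not listed in these tables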
GAA inhib: alpha-glucosidase (human) inhibition; P10253; purified human GAA, 4-MU-alpha-glucoside fluorescence; Potency, µM (titrated, usually from 76.9 µM), inactives show at the top dose activity change, negative = inhibition, actives largely listed as inhibitors; 200,000 tested, 0.005% active; AID 1466;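 also: plate controls were uninhibited enzyme wells for no effect and no-enzyme background for full effect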
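Human enzyme at 4 nM with 400 uM 4-methylumbelliferyl-alpha-D-pyranoside, citrate/phosphate buffer pH 5.0, 0.005% Tween-20, 20 min at room temperature. Compounds up to 77 uM. 4-MU fluorescence (Ex 365/Em 440) read after NaOH/glycine stop; AC50 from Hill fit.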
aGlu spleen mod: inhibits or activates alpha-glucosidase in human spleen homogenate; P10253; human spleen homogenate, 4-MU-alpha-glucoside fluorescence; Potency, µM (highest dose often 79.9 µM), for the others: at the highest dose activity change, negative = inhibition, hits mostly inhibitors; 240,000 tested, 0.006% active; AID 2112;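 also: 0% = enzyme with vehicle and -100% = no enzyme basal signal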
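AC50 values come from Hill-equation fits of concentration-response data, normalized to no-enzyme and full-activity controls. Enzyme source: 1 ug human spleen homogenate; 1 mM fluorogenic 4-MU glucoside, pH 5.0 citrate buffer, 37 C, 40 min.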
GLA spleen mod: inhibitors or activators of human alpha-galactosidase in spleen homogenate | P06280 | human spleen homogenate, 4MU-alpha-Gal fluorescence, 40 min | Potency, µM (series often up to 80 µM), for inactives: at the highest dose activity change, negative = inhibition, hits mostly inhibitors | 240,000 tested, 0.008% active;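 also: 0% = enzyme with vehicle and -100% = no enzyme basal signal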
Target sequence (P06280 32-429 limits assumed): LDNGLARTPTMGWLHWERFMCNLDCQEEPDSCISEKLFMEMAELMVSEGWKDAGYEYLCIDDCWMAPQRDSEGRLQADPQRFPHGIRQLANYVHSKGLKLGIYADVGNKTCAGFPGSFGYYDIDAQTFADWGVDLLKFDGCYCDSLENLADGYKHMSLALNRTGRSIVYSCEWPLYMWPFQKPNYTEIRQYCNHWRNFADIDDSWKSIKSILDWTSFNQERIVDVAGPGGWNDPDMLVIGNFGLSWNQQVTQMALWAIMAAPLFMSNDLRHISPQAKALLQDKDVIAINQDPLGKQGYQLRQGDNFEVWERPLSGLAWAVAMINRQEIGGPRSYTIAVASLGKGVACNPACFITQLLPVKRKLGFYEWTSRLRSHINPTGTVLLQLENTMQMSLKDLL
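Spleen homogenate 1 ug + cpd (titration) + 4-MU-alpha-D-galactopyranoside 1 mM; 37C 40 min; 50 mM citrate/phosphate pH 5.0, 0.01% Tween-20; stop pH 10; fluorescence 365/440; AC50 via Hill.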
GAA glycogen: GAA glycogen-cleavage inhibition or activation. P10253. recombinant GAA, glycogen substrate, Amplex Red glucose oxidase fluorescence. Potency, µM (top dose mostly 76.4 µM), inactives show top-dose activity change, negative = inhibition, actives largely listed as inhibitors. 300,000 tested, 0.38% active. AID 2100;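 also: 0% = full enzyme reaction and -100% = no-enzyme basal signal; the screen sought inhibitors and activators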
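qHTS, 1536-well; enzyme 4 nM final; cpd up to 77 uM; substrate bovine liver glycogen 30 ug; 50 mM citrate/phosphate pH 5.0, 0.01% Tween-20; 37 C, 40 min; Amplex Red detection 45 min RT; Hill fit → AC50.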
RGS12 GoLoco inh: blocks human Gai1 binding to RGS12 GoLoco peptide, red readout; P63096; Gai1:RGS12 GoLoco peptide FP, rhodamine, 10 min; Potency, µM (titrated, usually from 61.6 µM), without a hit: top-dose activity, negative = inhibition, hits mostly inhibitors; 230,000 tested, 0.44% active; active = well fitted inhibition curve with a large enough effect, not every such curve was filed as active; inactive = no such curve, though single readings can be large or run the other way; also: % is scaled to controls: 0 for no effect and ±100 for the full control effect; nearly all actives have a fitted effect of over 30% in size; many of its hits are not listed in these tables
SMN2 splice up: SMN2 splice variant enhancement. 210,000 tested, 2.8% active. HEK293 SMN2-luciferase splicing reporter, luminescence, 30-36 h. AID 1458. Potency, µM (highest dose often 46.1 µM), without a hit: at the top dose activity change, positive = activation, hits mostly activators; also: % of control where 0% means no effect; nearly all actives have a fitted effect of over 55% in size
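HEK293 cells carry an SMN2 […]–luciferase reporter in which exon 7 inclusion puts luciferase in frame. Cells were plated 10-12 h before compound addition, then incubated 30-36 h at 37C. ONE-Glo luminescence was read; sodium butyrate at 4.5 mM final served as control.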
ALDH1A1 inh: ALDH1A1 (human) enzyme inhibition; 220,000 tested, 7.3% active; P00352; AID 1030; Purified ALDH1A1, NADH fluorescence, propionaldehyde substrate; Potency, µM (titrated, usually from 75.3 µM), inactives show at the highest dose activity, negative = inhibition, most hits filed as inhibitors; active = well fitted inhibition curve with a large enough effect, not every such curve was filed as active; inconclusive = small, poorly fitted or top-dose-only effect, or another doubt; inactive = no such curve, though single readings can be large or run the other way;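 also: plate controls were no enzyme wells and a reference inhibitor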
Target sequence (P00352 whole entry, looked up): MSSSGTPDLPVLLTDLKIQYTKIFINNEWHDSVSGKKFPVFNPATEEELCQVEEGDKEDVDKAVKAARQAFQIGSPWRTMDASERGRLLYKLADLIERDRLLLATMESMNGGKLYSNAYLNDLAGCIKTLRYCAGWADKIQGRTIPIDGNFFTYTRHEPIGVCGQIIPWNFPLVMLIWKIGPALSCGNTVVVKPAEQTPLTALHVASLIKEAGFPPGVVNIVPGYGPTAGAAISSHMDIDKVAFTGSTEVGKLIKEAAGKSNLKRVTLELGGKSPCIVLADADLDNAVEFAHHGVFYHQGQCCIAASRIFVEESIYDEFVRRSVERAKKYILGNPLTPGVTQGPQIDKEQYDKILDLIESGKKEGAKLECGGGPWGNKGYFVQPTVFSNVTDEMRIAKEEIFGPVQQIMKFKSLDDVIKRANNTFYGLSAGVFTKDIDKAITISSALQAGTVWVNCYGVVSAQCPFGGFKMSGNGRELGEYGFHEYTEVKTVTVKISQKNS
* marks the source's active call; other numbers are inactive results; ? = inconclusive; · = not tested or not shown; & = joins results of further samples; [ ] = another dose, or the depositor's remark. Unless noted, calls follow the shape of the dose curve; as a rule, active = well fitted curve in the direction sought with a large enough effect; inconclusive = small, poorly fitted or top-dose-only effect, or another doubt; inactive = no such curve, though single readings can be large; an effect the other way counts as inactive or inconclusive. Potency is read from the fitted curve at half-maximal effect.

1: O=[N+]([O-])c1cc(S(=O)(=O)Nc2cccc(Cl)c2)ccc1N=Nc1c(O)[nH]c2ccccc12
2: O=c1c2c3c(sc2n(CCN2CCOCC2)c(=O)n1Cc1ccco1)CCCCC3
3: COc1cc(NC(=O)CN2CCN(c3ccccc3F)CC2)cc(OC)c1
4: Cc1nc2c3cc(Cl)ccc3n(CCN3CCCCC3)c2s1
5: COc1ccc(C(=O)NCC(=O)OCC(=O)N2CCN(S(=O)(=O)c3ccccc3)CC2)cc1
6: CCOC(=O)N1CCN(CCC(=O)Nc2cccc(Br)c2)CC1

Screen / compound no.	1	2	3	4	5	6
KDM4E inh	0.1%	2.7%	0.0%	4.8%	12.7%	1.7%&6.9%
GAA inhib	-7.5%	-2.7%	-12.3%	-5.6%	?	0.3%&-10.7%
aGlu spleen mod	-9.8%	-2.5%	0.6%	0.1%	-15.4%	-2.5%&-2.9%
GLA spleen mod	1.8%	-2.7%	-18.7%	6.6%	-5.1%	4.3%&-0.7%
GAA glycogen	-8.5%	-1.1%	-1.2%	-2.6%	10.5%	-0.5%&9.3%
RGS12 GoLoco inh	0.8%	7.7%	5.2%	-1.2%	1.9%	1.8%&3.9%
SMN2 splice up	-13.9%	-43.8%[inhibitor]	?	6.2%	6.8%	-20.5%&-4.2%
ALDH1A1 inh	7.9%	7.94µM*	22.4µM*	6.9%	-2.6%	4.4%&6.9%

7: CC1CC(C)(C)NC(=S)N1CCCC(=O)Nc1ccc(Br)cc1 (stereo not given)
8: CCOc1ccc(/C=N/NC(=O)Nc2ccccc2)cc1
9: O=C(/C=N/O)Nc1ccc2sc3ccccc3c2c1
10: CC(/C=N/n1c(-c2ccc(Cl)cc2)n[nH]c1=S)=C\c1ccco1
11: CC(C)NC(=O)N1CC2(CCN(C(=O)c3cc(C(F)(F)F)cc(C(F)(F)F)c3)CC2)C1
12: O=C(O)c1ccc(Cl)c(S(=O)(=O)NCC2CCCO2)c1 (stereo not given)

Screen / compound no.	7	8	9	10	11	12
KDM4E inh	1.3%	2.4%	-26.9%	-4.3%	·	-5.1%
GAA inhib	4.5%	12.7%	·	0.0%	·	-12.8%
aGlu spleen mod	0.0%	1.6%	-1.2%	-2.7%	4.9%	-4.8%
GLA spleen mod	-0.3%	-2.7%	-13.0%	-0.8%	-6.0%	-8.5%
GAA glycogen	3.6%	-6.0%	1.8%	-13.8%	·	3.8%
RGS12 GoLoco inh	9.2%	2.2%	14.1%	·	6.7%	11.5%
SMN2 splice up	-11.7%	5.01µM*	·	·	5.9%	10.0%
ALDH1A1 inh	-7.1%	-14.2%	·	28.2µM*	7.0%	-3.8%

13: CC(=O)C1=C(O)C(=O)N(c2ccc(Br)cn2)C1c1ccc(F)cc1 (stereo not given)
14: CSc1nc2cc(Cl)ccc2s1
15: O=C(Nc1ccc2c(c1)OCO2)c1ccc2nc[nH]c2c1
16: O=C(CN1CCN(Cc2ccccc2)CC1)Nc1ccccc1-c1ccccc1
17: COc1cccc(/C=N/NC(=O)c2cc3cc([N+](=O)[O-])ccc3s2)c1O
18: CCNC(=S)N1CCc2cc(OC)c(OC)cc2C1COc1ccc(F)cc1 (stereo not given)

Screen / compound no.	13	14	15	16	17	18
KDM4E inh	-5.5%	1.3%	1.5%	-1.3%	?	3.3%
GAA inhib	3.2%	-1.4%	1.7%	?	-3.9%	0.4%
aGlu spleen mod	-5.4%	-2.1%	-5.0%	-4.4%	-0.4%	-6.4%
GLA spleen mod	1.9%	2.4%	-4.7%	-5.8%	-6.9%	-0.6%
GAA glycogen	-5.5%	-2.7%	4.9%	8.0%	2.4%	-17.0%
RGS12 GoLoco inh	1.2%	-0.1%	9.8%	-4.5%	23.4%	3.2%
SMN2 splice up	1.4%	-30.5%[inhibitor]	?	·	-78.7%[inhibitor]	17.1%
ALDH1A1 inh	?	-4.6%	0.4%	11.2µM*	18.6%	7.6%

19: COc1cc(S(=O)(=O)NCCOC23CC4CC(CC(C4)C2)C3)c(OC)cc1Cl
20: O=C(Oc1ccc(Cl)cc1)c1ccc2nccnc2c1
21: C#C[C@]1(O)CC[C@H]2[C@@H]3CCc4cc(OC5CCCC5)ccc4[C@H]3CC[C@@]21C
22: O=C1CSC(=NC2CCCCC2)N1
23: O=C(CCN1C(=O)COc2ccccc21)NCc1cccs1
24: COc1cccc(N(CC(=O)O)S(=O)(=O)c2ccccc2)c1

Screen / compound no.	19	20	21	22	23	24
KDM4E inh	?	2.1%	-11.1%	3.7%	10.5%	-4.9%
GAA inhib	-10.2%	4.0%	?	-2.8%	2.2%	-0.1%
aGlu spleen mod	-5.0%	-3.9%	-16.6%	0.0%	-3.3%	-5.6%
GLA spleen mod	-11.5%	-0.1%	5.9%	-1.7%	0.9%	0.7%
GAA glycogen	-1.6%	-1.0%	-12.3%	5.2%	-2.5%	-5.0%
RGS12 GoLoco inh	-19.5%	10.3%	1.0%&-0.6%	5.2%	6.8%	12.5%
SMN2 splice up	-57.9%[inhibitor]	1.3%	·	12.1%	-14.8%	16.9%
ALDH1A1 inh	?	9.9%	·	7.94µM*	-6.8%	1.5%

25: C[n+]1c2n(c3ccccc31)N=C(c1ccc(-c3ccccc3)cc1)CS2
26: COCCNS(=O)(=O)c1ccc(OCC(=O)OC)c(Cl)c1
27: Cc1cc(NC(=O)C2CCCCC2C(=O)O)no1 (stereo not given)
28: C/C(=N\NC(=O)C1CC1)c1ccc(N2CCOCC2)cc1
29: COc1cc(OC)c(NC(=O)c2ccc(F)cc2)cc1Cl
30: CCOC(=O)C1=C(C)C(c2cccc(Oc3ccccc3)c2)NC(=S)N1 (stereo not given)

Screen / compound no.	25	26	27	28	29	30
KDM4E inh	-10.3%	-6.1%	10.3%	?	·	-11.0%
GAA inhib	7.3%	?	-4.7%	0.3%	4.0%	-9.1%
aGlu spleen mod	0.4%	-5.8%	0.0%	4.9%	2.4%	-6.3%
GLA spleen mod	0.9%	2.5%	2.5%	6.5%	1.0%	-1.7%
GAA glycogen	-5.1%	-0.2%	1.5%	-3.3%	-4.0%	4.3%
RGS12 GoLoco inh	7.6%	8.6%	-3.0%	8.7%	11.6%	-5.8%
SMN2 splice up	·	?	?	17.5%	-0.8%	-43.3%[inhibitor]
ALDH1A1 inh	-14.7%	-3.9%	5.3%	-4.8%	13.7%	0.562µM*

31: CN(C)c1nccc(NCc2ccccc2)c1C#N
32: O=C(NCCCN1CCOCC1)/C(=C/c1ccc(F)cc1)NC(=O)c1ccccc1
33: O=C(NCC(=O)N1CCN(c2ncccn2)CC1)c1cccs1
34: Cn1cc(C(=O)N/N=C/C=C/c2ccccc2)ccc1=O
35: CCN1CCN(c2ccc(S(=O)(=O)N3CCCC3)cn2)CC1
36: CCC(=O)NCCCCCCCCCNC(=O)CC

Screen / compound no.	31	32	33	34	35	36
KDM4E inh	3.6%	-5.1%	-16.8%	-3.2%	?	-3.5%
GAA inhib	3.7%	-8.3%	-2.3%	-2.1%	?	-2.7%
aGlu spleen mod	4.5%	10.6%	6.0%	-3.4%	8.8%	-0.8%
GLA spleen mod	-2.7%	9.5%	-0.3%	3.6%	5.8%	-5.1%
GAA glycogen	5.3%	23.2%	3.7%	3.6%	-2.4%	2.4%
RGS12 GoLoco inh	53.1%[activator]	4.6%	-4.6%	1.2%	15.5%	10.2%
SMN2 splice up	-13.8%	28.0%	?	21.6%	8.0%	-6.8%
ALDH1A1 inh	-5.4%	8.4%	5.9%	1.6%	3.4%	5.9%

37: CN(C(=O)c1cccnc1)c1nnc(-c2ccccn2)s1
38: CCN1C(=O)N[C@@H](c2ccccc2)C(C(=O)OC)=C1C
39: COc1ccccc1-c1cc(C(=O)NCCN2CCOCC2)no1
40: COCC(=O)N(C)c1nnc(-c2ccccn2)s1
41: CCOc1cc(C(=O)NC)cc(Br)c1OC
42: O=C(Cn1nc(C(F)(F)F)c2c1CCC2)Nc1ccccc1C(F)(F)F

Screen / compound no.	37	38	39	40	41	42
KDM4E inh	·	6.7%[11.4 µM]	?	32.5%[activator]	0.5%	6.8%
GAA inhib	0.4%	·	-4.3%	-5.4%	9.6%	0.8%
aGlu spleen mod	-5.0%	-4.9%[17.4 µM]	-4.2%	-2.9%	-3.0%	-2.0%
GLA spleen mod	-2.3%	0.8%[17.5 µM]	0.7%	-4.6%	-1.4%	-5.8%
GAA glycogen	-6.3%	·	-11.4%	1.2%	9.9%	-0.5%
RGS12 GoLoco inh	-10.8%	2.9%[14.2 µM]	10.1%	-2.9%	8.1%	4.0%
SMN2 splice up	·	0.8%[9.22 µM]	-4.1%	20µM*	-0.3%	-14.8%
ALDH1A1 inh	-1.5%	17.9%[13.5 µM]	-8.3%	22.3%	2.4%	7.8%

Arranged by the number under GAA glycogen (descending): 3 of the compounds above.
#	SMILES	KDM4E inh	GAA inhib	GLA spleen mod	GAA glycogen	RGS12 GoLoco inh	SMN2 splice up	ALDH1A1 inh
41	CCOc1cc(C(=O)NC)cc(Br)c1OC	0.5%	9.6%	-1.4%	9.9%	8.1%	-0.3%	2.4%
40	COCC(=O)N(C)c1nnc(-c2ccccn2)s1	32.5%[activator]	-5.4%	-4.6%	1.2%	-2.9%	20µM*	22.3%
42	O=C(Cn1nc(C(F)(F)F)c2c1CCC2)Nc1ccccc1C(F)(F)F	6.8%	0.8%	-5.8%	-0.5%	4.0%	-14.8%	7.8%

Additional structures
43: CC(=O)c1c(COC(=O)c2ccc(F)cc2)nc2ccccc2[n+]1[O-]
44: COC(=O)C1=C(C)N(C)C(=S)N(C)C1c1ccc(OC)cc1 (stereo not given)
45: COC(=O)c1ccc(NC(=O)CSc2nc3ncccc3[nH]2)cc1
46: CCOc1ccc(NC(=S)N(C)C)cc1

Screen / compound no.	43	44	45	46
KDM4E inh	0.9%	2.4%	0.2%	-6.8%
GAA inhib	-10.4%[15.4 µM]	12.4%	·	-7.2%[15.4 µM]
aGlu spleen mod	-0.8%	8.6%	6.6%	7.2%
GLA spleen mod	-1.6%	7.2%	5.5%	6.1%
GAA glycogen	7.2%	-7.7%	6.9%	-4.1%
RGS12 GoLoco inh	4.6%	4.0%	2.2%	6.9%
SMN2 splice up	·	1.5%	·	·
ALDH1A1 inh	0.1%	-1.5%	·	-1.1%

An excerpt (hit frequency here may not be typical).
